HTR1E antagonist: 5-HT1E (human) receptor antagonism; P28566; CHO 5-HT1E Ga15 NFAT-bla reporter, FRET, antagonist; 0.99% of 65,000 active; inhibition, % at 6 µM;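 active = inhibition above a set limit, the mean inhibition across every tested compound plus 3 SD, cut at about 29% in these data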;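 also: signal is the 460 over 535 nm emission ratio of beta-lactamase substrate; 0% = agonist plus DMSO wells and 100% = wells without agonist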
Target sequence (P28566 whole entry, looked up): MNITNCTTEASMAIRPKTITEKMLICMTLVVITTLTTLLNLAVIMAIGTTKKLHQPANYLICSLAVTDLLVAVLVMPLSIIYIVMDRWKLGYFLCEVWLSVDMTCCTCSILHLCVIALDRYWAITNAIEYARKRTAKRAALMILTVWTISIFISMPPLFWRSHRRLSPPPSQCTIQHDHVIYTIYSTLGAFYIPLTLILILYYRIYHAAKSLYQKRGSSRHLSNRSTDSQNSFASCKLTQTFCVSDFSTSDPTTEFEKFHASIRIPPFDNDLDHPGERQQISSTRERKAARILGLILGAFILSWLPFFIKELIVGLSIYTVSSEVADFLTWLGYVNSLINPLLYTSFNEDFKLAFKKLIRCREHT
S1P3 agonist: agonists of human S1P3 receptor; Q99500; S1P3 NFAT-BLA reporter cells, agonism, FRET ratio; relative to 1 µM S1P, basal subtracted; activation, % at 4.5 µM; 0.1% of 60,000 active;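 active = activation above the screen-wide mean plus 3 SD, cut at about 4.5% in these data, passing the limit was not always enough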; also: some compounds called inactive have numbers as strong as hits
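material = human S1P3 NFAT-BLA reporter CHO cells | schedule = 4 h compound at 37 °C, 2 h substrate at RT | measured by = fluorescent BLA substrate, ex 405 nm, em 460/535 nm ratio | controls = 1 µM S1P reference | replication = primary once, confirmation triplicate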
M1 antag: M1 muscarinic receptor (rat) antagonism. P08482. CHO-M1 cells, Fluo-4 calcium, ACh EC80 antagonist mode; hits give low values. B-score at 10 µM. 3.4% of 64,000 active. AID 628;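 active = calcium fluorescence response, raw or row-and-column corrected B-score, differing from the plate sample mean either way at a set confidence level, mostly lower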
HTR1E agonist: agonists of human 5-HT1E serotonin receptor. 0.69% of 65,000 active. CHO 5-HT1E Ga15 NFAT-bla reporter, FRET; 0% DMSO wells, 100% control agonist wells. P28566. activation, % at 6 µM;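 active = activation above a set limit, the screen-wide mean activation plus 3 SD, cut at about 8.5% in these data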;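 also: 100% = positive control agonist at 1 µM giving full maximal response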
M1 ag: M1 muscarinic receptor agonism; CHO-M1 cells, Fluo-4 calcium fluorescence, agonist mode; hits give high values; B-score at 10 µM; 3% of 64,000 active;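 active = fluorescence rise, raw or as B-score row- and column-corrected plate score, outside the 99.7% band of its plate's samples, either direction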
5HT1a antag: 5-HT1a (human) receptor antagonism | P08908 | CHO 5-HT1a Ga15 NFAT-bla reporter, antagonist mode | 0.68% of 62,000 active | AID 612 | inhibition, % at 10 µM;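 active = inhibition above the mean of all tested compounds plus 3 SD, cut at about 43% in these data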;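 also: receptor stimulated by 5-CT agonist at 100 nM near EC80; beta-lactamase reporter measured by ratiometric fluorescence of a cleavable substrate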
Jurkat tox 60K: reduces viability or proliferation of Jurkat cells; Jurkat E6.1 viability, ATP luminescence, 48 h; inhibition, % at 4 µM; 1.2% of 56,000 active; AID 463;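 active = inhibition above the mean inhibition of all tested compounds plus 3 SD, cut at about 28% in these data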
S1P1 ag pot: agonists and agonism potentiators of human S1P1 receptor. P21453. S1P1 CRE-bla cells, forskolin, beta-lactamase FRET, potentiator mode; S1P1 agonist co-added at EC20, 2 nM; 100% = saturating reference agonist, 0% = basal. activation, % at 9.5 µM. 0.57% of 56,000 active. AID 449;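 active = activation above a cutoff set at the mean activation of all tested compounds plus 3 SD, cut at about 54% in these data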;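 also: forskolin at 4 µM as EC80 and the EC20 agonist is SEW2871; 100% = SEW2871 at its EC100 plus forskolin at EC80; some compounds past the cut are filed as inactive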
Target sequence (P21453 whole entry, looked up): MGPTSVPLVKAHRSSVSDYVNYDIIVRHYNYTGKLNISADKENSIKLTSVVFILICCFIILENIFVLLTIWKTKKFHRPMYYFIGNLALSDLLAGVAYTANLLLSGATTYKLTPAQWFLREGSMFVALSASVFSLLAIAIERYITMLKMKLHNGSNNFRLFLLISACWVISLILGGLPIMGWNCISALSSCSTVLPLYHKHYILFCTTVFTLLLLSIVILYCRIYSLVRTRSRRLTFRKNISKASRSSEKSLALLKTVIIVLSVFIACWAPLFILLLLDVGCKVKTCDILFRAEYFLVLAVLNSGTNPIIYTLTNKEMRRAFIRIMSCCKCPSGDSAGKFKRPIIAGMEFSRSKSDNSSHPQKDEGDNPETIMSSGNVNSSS
5HT1a ag: agonists of human 5-HT1a serotonin receptor | activation, % at 10 µM | P08908 | AID 567 | 0.56% of 65,000 active | CHO 5-HT1a Ga15 NFAT-bla reporter, FRET ratio; 0% basal, 100% maximal reference agonist;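 active = activation above the screen-wide mean activation plus 3 SD, cut at about 19% in these data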;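 also: 0% = DMSO wells and 100% = 5-CT at EC100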
Numbers without * were called inactive; / = not tested or not shown. Random draw from the library, and some 8.9% of all compounds hit somewhere here.

SMILES	HTR1E antagonist	S1P3 agonist	M1 antag	HTR1E agonist	M1 ag	5HT1a antag	Jurkat tox 60K	S1P1 ag pot	5HT1a ag
Nc1ccn(-c2ccc(Cl)cc2)c(=O)c1	-3	-0.5	0.76	-0.2	1	-19	2	-8	-0.1
O=C(CCCOc1ccccc1)N1CCN(c2ccccn2)CC1	-2	-0.2	-0.82	-0.1	-0.2	9	-1	/	1.3
Cc1ccc(C)c(NC(=O)Cn2nnc(C(=O)Nc3c(C)cccc3C)c2N)c1	-13	-0.7	0.69	-0.5	-1	1	-5	2	-1.2
CC(=O)Oc1ccc(N2C(=O)C3C4C=CC(O4)C3C2=O)cc1 (configuration not stated)	-6	-0.1	/	0.0	/	8	-6	-19	-1.7
CCOc1ccc(Cn2c(=O)oc3ccc(C)cc32)cc1OC	2	-0.5	-1.4	-0.5	-1.3	4	-1	17	-0.5
O=C(Nc1ccc(CCC(=O)N2CCCC2)cc1)c1ncn[nH]1	0	-0.8	-0.0062	0.9	1.8*	-14	6	-3	1.5
CC(C(=O)Nc1ccccc1-c1ccccc1)N1CCN(C(=O)c2ccco2)CC1 (configuration not stated)	-8	0.2	0.085	-0.7	-0.33	-3	6	9	-0.2
Cc1c(NC(=O)C(C)N2CC(C)OC(C)C2)c(=O)n(-c2ccccc2)n1C (configuration not stated)	-10	-0.9	1.8*	-0.1	-0.082	-3	8	6	-3.0
NC(=O)C1(N2CCCCC2)CCN(CC(=O)Nc2cc(Cl)ccc2Cl)CC1	8	0.2	-1.4	-0.4	-0.51	-5	-3	2	1.1
COc1ccc(OC)c(N=c2oc3c(OC)cccc3cc2C(=O)NCc2ccco2)c1	11	-0.7	0.84	-0.5	0.31	4	0	7	2.6
COC(=O)c1ccccc1NC(=O)Cn1cnc2cc(C)c(C)cc21	0	-1.1	-0.43	-0.2	-2.8*	19	2	5	1.8
Nc1nonc1/C(=N/O)N1CCN(CCO)CC1	-18	-1.3	0.25	0.4	0.049	1	8	-7	-1.7
CC(=O)Nc1ccc(NC(=O)c2ccccc2F)cc1	6	-2.1	0.031	0.3	-0.87	1	-4	0	-0.4
CCC(OC(=O)CC1Sc2ccccc2NC1=O)C(=O)NCC1CCCO1 (configuration not stated)	-4	-0.7	-0.44	0.3	-0.21	-9	-3	-1	1.4
COc1ccccc1N1C(=O)CC(Sc2nc(C)cc(C)n2)C1=O (configuration not stated)	-1	-1.4	1.3	-0.1	-0.026	-2	-2	-8	-3.0
CCOC(=O)N1CCC(NC(=O)C2CCC(CNS(=O)(=O)c3ccc(OC)cc3)CC2)CC1 (configuration not stated)	0	0.2	0.16	0.0	-0.05	-3	-1	-6	-1.5
CC(C)(C)OC(=O)N1CCCC1C(=O)NCCc1ccccc1 (configuration not stated)	-5	-1.2	-0.32	0.7	-0.018	-4	6	-16	0.2
COc1cc(CNC2CCCCCC2)cc(OC)c1O	16	-1.6	-0.0071	-0.4	0.33	16	-3	7	-1.4
Cc1cc(C(=O)COC(=O)CCC(=O)c2ccc3c(c2)OCCO3)c(C)n1Cc1ccco1	-15	-0.2	-0.47	-0.1	-0.9	1	-5	-4	-0.6
COC(=O)c1cc(COC(=O)c2cccnc2SC)oc1C	5	-0.1	0.23	-0.4	0.37	2	-1	-8	-2.1
COc1cc(-c2nn3c(-c4cccnc4)nnc3s2)cc(OC)c1OC	19	-0.2	-0.21	-0.3	-0.56	/	/	-8	-1.4
O=C(CN1C2=NCCCN2c2ccccc21)c1ccc2c(c1)OCO2	-4	-1.9	-1.8	-2.2	0.32	15	-1	-36	-3.6
CCOc1ccc(N(CC(=O)NCc2ccccc2OC)S(C)(=O)=O)cc1	-6	0.6	-0.099	0.3	0.64	-8	0	1	0.2
Cc1cc(NC(=O)CSc2nnc(C3CC3)n2N)no1	9	-0.6	1.1	-1.4	-0.5	-7	-2	-15	-2.0
COc1ccc(CN(CCN(C)C)Cc2ccccc2)c(OC)c1	-2	-1.1	-1.3	0.0	0.16	-3	-11	-2	-0.9

4 of the entries above in order of the HTR1E antagonist value, rising.
Molecule,HTR1E antagonist
O=C(CCCOc1ccccc1)N1CCN(c2ccccn2)CC1,-2
COC(=O)c1ccccc1NC(=O)Cn1cnc2cc(C)c(C)cc21,0
NC(=O)C1(N2CCCCC2)CCN(CC(=O)Nc2cc(Cl)ccc2Cl)CC1,8
COc1ccc(OC)c(N=c2oc3c(OC)cccc3cc2C(=O)NCc2ccco2)c1,11

New compounds follow.
SMILES	HTR1E antagonist	S1P3 agonist	M1 antag	HTR1E agonist	M1 ag	5HT1a antag	Jurkat tox 60K	S1P1 ag pot	5HT1a ag
CCOC(=O)c1cc(S(=O)(=O)N2CCN(C(=O)OCC)CC2)cn1C	0	0.0	-0.0091	-0.7	-0.19	-2	11	-33	-4.6
CCc1ccc(NC(=O)CSC2=C(C#N)C(c3ccc4c(c3)OCO4)CC(=O)N2)cc1 (configuration not stated)	17	-2.4	-0.53	-0.3	-1.3	/	/	18	4.2
CCOC(=O)c1c(C)[nH]c(C(=O)CN2C(=O)NC(CC)(c3ccccc3)C2=O)c1C (configuration not stated)	-10	-0.9	-0.31	-0.1	4.7*	-18	-2	-45	3.0
O=C(CN1CCN(CC(=O)Nc2ccccc2Cl)CC1)Nc1ccc2c(c1)OCCO2	-2	3.4	0.03	1.6	0.38	-2	11	8	1.4
CSc1nsc(SC)c1NC(=O)Nc1ccccn1	12	-0.1	/	0.5	/	-2	1	-1	1.3
Cc1cc(C)c(C#N)c(N2CCCC2)n1	4	-1.2	/	0.1	/	-4	4	/	-2.8
O=C(Nc1nc2c(s1)CCc1ccccc1-2)c1cccs1	-4	/	-0.14	-0.7	0.7	24	/	/	-3.4
CC(=O)CCc1oc2ccc(NC(C)=O)cc2c1-c1ccc(C)o1	3	-0.7	-1.2	-0.7	0.96	9	11	-21	-2.0
Cc1c(NC(=O)c2cc(-c3ccco3)on2)c(=O)n(-c2ccccc2)n1C	-1	-0.5	-0.091	-0.8	-0.2	3	0	-19	-0.5
C=C(C)C1Cc2c(C)nn(-c3ccccc3)c2C1 (configuration not stated)	-9	-0.5	0.21	0.1	0.073	-12	7	-8	0.1
COC(=O)C1C(=O)C2=C(CC1C)NC(C)=C(C(=O)OC1CCCC1)C2c1ccc(N(C)C)cc1 (configuration not stated)	7	-1.2	-0.33	-1.2	-0.53	9	0	7	0.8
CCN1CCc2c(sc(N)c2C#N)C1	0	-0.7	-1.5	-0.4	12*	-3	7	/	3.5
COc1cccc(NC(=O)[C@@H]2CCCN2C(=O)C2CCN(S(=O)(=O)c3ccc(C)cc3)CC2)c1	-8	-0.9	0.021	-0.7	-0.17	-11	-4	0	-0.1
O=C(CSc1ccc2nnc(-c3ccccc3)n2n1)NCC1CCCO1 (configuration not stated)	3	0.2	-1.1	-0.6	-0.039	-4	-5	-14	-0.9
O=C(CCn1c(=S)[nH]c2ccccc2c1=O)NCCCN1CCCC1=O	8	-1.0	0.0063	-0.3	0.55	-6	4	12	-0.9
N#Cc1nc(COc2ccc(F)cc2)oc1N1CCN(Cc2ccccc2)CC1	-2	-1.2	0.11	0.7	0.019	35	2	20	-2.2
CCn1c(SCC(=O)NCc2ccccc2)nc2ccccc2c1=O	2	-0.9	0.083	0.1	-1.6	6	4	4	-1.6
CC1Cc2nc(SCC(=O)Nc3ccc4c(c3)OCO4)n(Cc3ccccc3)c(=O)c2S1 (configuration not stated)	15	-1.0	-0.084	-0.9	-0.064	7	-12	-5	-3.2
COC(=O)[C@H](C)NC(=O)Nc1cccc(C(F)(F)F)c1	-9	-0.4	0.47	0.9	-0.23	-10	-4	-10	-0.2
Cc1cn(S(=O)(=O)c2ccc(Br)c3ccccc23)cn1	-10	-1.8	-0.24	-0.1	-0.72	-5	1	4	0.4
CCn1c(SCC(=O)C(C)(C)C)nnc1-c1cccnc1	-5	-1.4	0.36	-1.2	-0.058	-1	5	/	-0.4
CCC(=O)n1nc(NCc2ccccc2OC)nc1NCc1ccccc1OC	-2	-0.7	-1.2	-1.0	0.7	13	-5	/	-0.6
Cc1ccc2nc(NC3=NCN(CCN4CCOCC4)CN3)nc(C)c2c1	6	-0.5	-2.6*	0.3	0.77	-5	10	-19	-4.3
O=C(NC12CC3CC(CC(C3)C1)C2)N1CCN(c2ccccn2)CC1	-7	-0.6	-1.1	-0.3	-0.43	14	-7	/	-0.6
Cn1c(CCNC(=O)c2cccs2)nnc1SCC(=O)Nc1nc(-c2ccccc2)cs1	3	0.4	-0.028	1.1	-0.17	-1	-2	-8	-2.0

New compounds follow.
SMILES	HTR1E antagonist	S1P3 agonist	M1 antag	HTR1E agonist	M1 ag	5HT1a antag	Jurkat tox 60K	S1P1 ag pot	5HT1a ag
Cc1ccc(O)c(N=CC2=C(O)c3ccccc3C2=O)c1	8	-1.2	-0.34	-0.2	-0.93	29	23	/	-2.4
CN(C)Cc1c(O)ccc2[nH]cnc12	-5	-1.2	0.98	0.3	0.1	11	-1	-17	1.7
CC1CCCCN1S(=O)(=O)c1cccc2cccnc12 (configuration not stated)	-8	-0.5	0.57	0.1	-0.69	11	0	4	-2.9
CC(=O)NC(Cc1ccccc1)C(=O)N1CCN(C(=O)c2ccco2)CC1 (configuration not stated)	-10	/	0.0095	1.6	-1.1	-8	/	/	1.7
COc1ccccc1C(=O)NC(CCSC)C(=O)OCC(=O)NC(=O)NCc1ccco1 (configuration not stated)	0	0.4	-1.1	0.1	-0.02	2	-6	2	-2.7
Cc1cnc(SCCc2ccncc2)nc1C	-15	-0.3	0.52	-0.5	0.078	-2	6	8	-2.0
C=CCNC(=O)CNS(=O)(=O)c1ccc(F)cc1	-6	0.2	-1.4	-0.9	0.049	0	-9	1	-1.0
CCOc1cccc(C(=O)Nc2ccccc2OC(F)F)c1	-3	-1.1	-0.37	0.8	0.59	14	0	-9	2.3
COc1ccc2nc3c(cc2c1)c(NC(=O)c1cccs1)nn3CC(C)C	-6	1.5	-1	4.3	1.6	-44	-12	4	14
COCCC(=O)NC12CC3CC(CC(C3)C1)C2	-3	-0.8	0.42	0.4	0.38	-2	-5	-17	-0.9
CCCCC(=O)NC(Nc1nc(C2CC2)cs1)(C(=O)OCC)C(F)(F)F (configuration not stated)	11	5.3*	-2.2	-0.1	0.93	16	-4	-20	0.0
COCCCN1C(=O)c2[nH]nc(-c3ccccc3O)c2C1c1ccc(Cl)cc1 (configuration not stated)	5	-1.9	/	0.5	/	22	20	20	-0.7
CCOCCCNC(=O)C1CCCN(S(=O)(=O)CC)C1 (configuration not stated)	6	-1.2	-0.35	-0.7	-0.59	14	2	-17	-2.9
O=c1[nH]c(SCc2ccccc2Cl)nc2c1CCC2	6	/	0.033	-0.9	0	0	/	/	-0.4
O=C(Nc1ccccc1OC(F)F)c1ccccc1	-14	-0.9	-1.4	-1.5	-0.12	15	0	/	-3.1
O=C(CCn1c(=O)[nH]c2ccccc2c1=O)Nc1ccccc1	-13	0.4	0.43	-0.6	11*	-24	-3	21	-0.4
O=C(CN(C(=O)CSc1nnc(COc2ccccc2)o1)c1ccc(F)cc1)NC1CCCC1	-3	-0.8	0.46	0.0	-0.95	13	2	21	40*

Source: PubChem BioAssay (several laboratories)
